# ATXN2 expr inh = reduces ATXN2 reporter expression in HEK-293 cells; HEK-293 ATXN2-luciferase reporter, luminescence, 24 h; Potency, µM (series often up to 57 µM), for inactives: at the top dose activity change, negative = inhibition, actives largely listed as inhibitors; 0.72% of 360,000 active; note: potency is the fitted concentration of half-maximal effect; % is set by controls: 0 for no effect and ±100 for the full control effect; nearly all actives have a fitted effect of over 55% in size
#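 ATXN2-luciferase reporter cells (luciferase flanked by upstream and downstream ATXN2 gene portions) were treated 24 h at 37 °C with compounds at up to 57 uM. SteadyGlo luminescence gave expression; GF-AFC fluorescence gave viability.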
# HT1080NT lethal = kills 2HG-producing HT-1080-NT fibrosarcoma cells. HT-1080-NT fibrosarcoma viability, CellTiter-Glo ATP luminescence, 48 h. Potency, µM (top dose mostly 46.1 µM), for inactives: at the top dose activity, negative = less viability, usual class: cytotoxic. 1.6% of 360,000 active. AID 686970;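 note: NT is the 2HG producing partner of a matched IDH1 knockdown line; potency is the fitted concentration of half-maximal effect; 0% = DMSO-treated cells and -100% = media-only wells without cells; nearly all actives have a fitted effect of over 55% in size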
#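 HT-1080-NT fibrosarcoma cells (2HG-overproducing), 750 cells/well in RPMI with 5% FBS, dosed after 2 h and incubated 48 h at 37C. CellTiter-Glo luminescence normalized to DMSO and no-cell wells; concentration-response curves fitted and classed.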
# WRN helicase inh = blocks human WRN helicase | WRN helicase unwinding, fluorescent forked duplex, kinetic | Potency, µM (doses to about 114 µM), without a hit: at the highest dose activity change, negative = inhibition, hits mostly inhibitors | Q14191 | 0.46% of 360,000 active; note: potency is the fitted concentration of half-maximal effect; % is set by controls: 0 for no effect and ±100 for the full control effect; nearly all actives have a fitted effect of over 55% in size
# Target sequence (Q14191 whole entry, looked up): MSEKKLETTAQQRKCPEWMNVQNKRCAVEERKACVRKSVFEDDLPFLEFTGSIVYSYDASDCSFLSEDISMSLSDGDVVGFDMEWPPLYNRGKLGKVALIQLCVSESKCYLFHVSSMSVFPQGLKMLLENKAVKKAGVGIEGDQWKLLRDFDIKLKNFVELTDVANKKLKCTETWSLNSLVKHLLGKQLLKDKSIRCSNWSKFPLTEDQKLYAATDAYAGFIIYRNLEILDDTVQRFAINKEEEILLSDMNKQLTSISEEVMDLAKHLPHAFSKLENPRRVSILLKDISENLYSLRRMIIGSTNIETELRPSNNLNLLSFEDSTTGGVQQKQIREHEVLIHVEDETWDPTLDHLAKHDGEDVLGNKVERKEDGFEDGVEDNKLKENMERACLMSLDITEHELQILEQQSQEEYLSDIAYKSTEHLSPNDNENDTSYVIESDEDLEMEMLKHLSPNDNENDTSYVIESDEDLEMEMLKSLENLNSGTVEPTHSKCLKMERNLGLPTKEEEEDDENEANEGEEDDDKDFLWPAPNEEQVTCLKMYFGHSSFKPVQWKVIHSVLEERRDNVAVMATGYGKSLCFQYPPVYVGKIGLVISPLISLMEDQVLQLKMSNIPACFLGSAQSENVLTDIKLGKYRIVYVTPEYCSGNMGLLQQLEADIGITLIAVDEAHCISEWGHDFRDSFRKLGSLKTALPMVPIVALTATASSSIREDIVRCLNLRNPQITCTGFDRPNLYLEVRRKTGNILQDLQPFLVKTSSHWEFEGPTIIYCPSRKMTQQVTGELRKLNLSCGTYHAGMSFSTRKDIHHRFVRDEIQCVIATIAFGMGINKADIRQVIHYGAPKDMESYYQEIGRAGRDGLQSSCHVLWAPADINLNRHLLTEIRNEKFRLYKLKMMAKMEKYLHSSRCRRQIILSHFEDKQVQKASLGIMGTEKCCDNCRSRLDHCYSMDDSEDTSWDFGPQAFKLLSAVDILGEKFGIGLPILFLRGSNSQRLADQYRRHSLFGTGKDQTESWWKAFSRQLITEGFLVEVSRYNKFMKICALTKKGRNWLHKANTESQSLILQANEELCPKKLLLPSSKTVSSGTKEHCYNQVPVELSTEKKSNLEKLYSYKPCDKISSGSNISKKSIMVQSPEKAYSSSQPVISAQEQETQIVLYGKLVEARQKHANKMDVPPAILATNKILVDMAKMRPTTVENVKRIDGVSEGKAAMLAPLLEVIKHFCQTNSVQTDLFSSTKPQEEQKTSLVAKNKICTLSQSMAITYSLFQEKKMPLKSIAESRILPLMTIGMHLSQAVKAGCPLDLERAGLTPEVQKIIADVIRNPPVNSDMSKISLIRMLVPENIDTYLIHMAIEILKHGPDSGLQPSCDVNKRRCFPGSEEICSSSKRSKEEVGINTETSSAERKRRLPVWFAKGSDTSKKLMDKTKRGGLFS
#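 Enzyme (20 nM final) and test compound sit together 15 min at room temperature before substrate addition. Substrate is a single-forked duplex oligonucleotide (100 nM) labelled with fluorophore and quencher, with 2 mM ATP; helicase unwinding raises red fluorescence, read kinetically.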
# KB-3-1 cytotox = KB-3-1 parental cell cytotoxicity. KB-3-1 viability, CellTiter-Glo ATP luminescence, 72 h. AID 1347075. 1.4% of 400,000 active. Potency, µM (highest dose often 46.1 µM), without a hit: top-dose activity change, negative = cytotoxic, actives largely listed as cytotoxic; note: potency is the fitted concentration of half-maximal effect; % is set by controls: 0 for no effect and ±100 for the full control effect; nearly all actives have a fitted effect of over 60% in size
#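 Cytotoxicity in the drug-sensitive parental line KB-3-1 was scored as loss of CellTiter-Glo luminescence following 72 h incubation with compound. Values come from curve fitting of normalized concentration-response data.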
# SW480 rereplic = induces DNA re-replication in SW480 colon adenocarcinoma cells | Potency, µM (top dose mostly 46.1 µM), for inactives: top-dose re-replication activation, most hits filed as activators | SW480 DNA re-replication, Hoechst DNA content imaging, 48 h | 1.8% of 340,000 active; note: potency is the fitted concentration of half-maximal effect; % of control where 0% means no effect; nearly all actives have a fitted effect of over 55% in size
#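 DNA re-replication was detected as more nuclei of elevated Hoechst intensity after 48 hr exposure to compound (23 nL pinned per well of 250 cells).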
# KB-V1 cytotox = kills drug-selected multidrug resistant KB-V1 cells | KB-V1 MDR cells viability, CellTiter-Glo, 72 h | Potency, µM (series often up to 46.1 µM), inactives show at the top dose activity change, negative = cytotoxicity, hits mostly cytotoxic | 3.4% of 400,000 active; note: potency is the fitted concentration of half-maximal effect; % is set by controls: 0 for no effect and ±100 for the full control effect; nearly all actives have a fitted effect of over 60% in size
#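 Cells of the MDR subline KB-V1 are plated, dosed with compound at multiple concentrations, and incubated 72 h at 37 degrees C; CellTiter-Glo is then added and luminescence read after 10 min.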
# HT1080 IDH1KD tx = kills HT-1080 cells with IDH1 knockdown. HT-1080 IDH1 knockdown viability, ATP luminescence, 48 h. Potency, µM (doses to about 46.1 µM), inactives show top-dose activity, negative = toxicity, usual class: cytotoxic. 2% of 360,000 active. AID 686971;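 note: potency is the fitted concentration of half-maximal effect; 0% = DMSO wells and -100% = cell-free medium wells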
#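 In this qHTS, HT-1080 cells depleted of IDH1 are exposed for 48 h at 37 °C to compound titrations. Toxicity is scored from CellTiter-Glo luminescence, with DMSO as full viability and medium alone as none.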
# MCF10A rereplic = induces DNA re-replication in MCF 10a normal breast cells. MCF 10A DNA re-replication, Hoechst nuclear intensity, 48 h. Potency, µM (titrated, usually from 46.1 µM), without a hit: at the top dose activity, positive = re-replication, usual class: activators. 2.9% of 350,000 active. AID 624296; note: potency is the fitted concentration of half-maximal effect; % of control where 0% means no effect; nearly all actives have a fitted effect of over 50% in size
# IL-1B inflam inh = inflammasome signaling inhibition, IL-1 beta readout. THP-1 LPS/ATP IL-1B secretion, AlphaLISA, 16 h; stronger effect = lower value. activity change, % at 57.5 µM. 4.7% of 360,000 active; in the data active = activity change below about -50%; inconclusive = mostly about -30% to -49%; note: % is set by controls: 0 for no effect and ±100 for the full control effect
#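 THP-1 cells pretreated 1 hr with compounds (up to 57.5 uM final), then stimulated with LPS (250 ng/mL final) plus ATP (1.25 mM final); secreted IL-1B measured by AlphaLISA after 16 hr, decreased signal indicating inhibition.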
# * marks the source's active call; other numbers are inactive results; ? = inconclusive; · = no result given; & = joins results of further samples; [ ] = another dose, or the depositor's remark. Unless noted, calls come from the whole dose curve; as a rule, active = well fitted curve in the direction sought with a large enough effect; inconclusive = small, poorly fitted or top-dose-only effect, or another doubt; inactive = no such curve, though single readings can be large; an effect the other way counts as inactive or inconclusive.
SMILES,ATXN2 expr inh,HT1080NT lethal,WRN helicase inh,KB-3-1 cytotox,SW480 rereplic,KB-V1 cytotox,HT1080 IDH1KD tx,MCF10A rereplic,IL-1B inflam inh
N=C1C(c2nc(-c3ccc(Br)cc3)cs2)=C(O)CN1NC(=O)c1ccc([N+](=O)[O-])cc1,1%,0%,6%[57.1 µM],0%,-1%,7%,23%,0%,4
Cc1ccc(-n2c(C)nnc2SCC(=O)NC2CCCC2)cc1,-10%,3%,-31%,-1%,-2%,-7%,-1%,1%,-2
O=C(CC1S/C(=N/N=C2CCCCCC2)NC1=O)Nc1ccccc1C(F)(F)F (configuration not stated),-12%,-9%,1%,-3%,-9%,?,-9%,2%,39
COc1cc(OC)cc(C(=O)NCC(=O)NCCN2C(=O)S/C(=C\c3ccccc3Cl)C2=O)c1,·,-1%,0%,9%,-5%,-11%,-8%,-1%,-10
Cc1ccc2c(c1)sc(=NC(=O)C1CC1)n2C,·,6%,-5%,2%,-15%,12%,2%,0%,0
O=C(NCC1CCCO1)c1cc(S(=O)(=O)N2CCCC2)c(Cl)cc1Cl (configuration not stated),16%[11.3 µM],-3%,-3%,-1%,5%,5%,11%,-1%,53
O=C(N/N=C/c1cccn1-c1ccccc1)c1ccncc1,-17%,-2%,-9%,-4%,-3%,-9%,-2%,-1%,10
CCOC(=O)C1(Cc2ccccc2C)CCCN(Cc2ccc(NC(C)=O)cc2)C1 (configuration not stated),-7%,-25%,7%,4%,3%,-1%,-2%,0%,18
CCC(c1nnnn1Cc1ccc2c(c1)OCO2)N1CCN(c2ccc(OC)cc2)CC1 (configuration not stated),-24%,-6%,-11%,?,?,?,-13%,13%,?
Oc1ccccc1-c1nc(NCCN2CCOCC2)c2ccccc2n1,-16%,21µM*,-15%,?,?,16µM*,21µM*,16%,·
O=C(NCc1ccc(F)cc1)c1cccc(S(=O)(=O)N2CCOCC2)c1,6%,4%,0%,7%,6%,0%,19%,4%,-5
CC(C(=O)Nc1ccccc1-c1ccccc1)N1CCN(Cc2ccccc2)CC1 (configuration not stated),-7%,-14%,8%,-5%,-97%[inhibitor],-21%,-9%,18%,-54*
O=C(CSC(=S)N1CCCC1)c1ccccc1,-11%,-5%,10%,-13%,6%,-9%,-7%,-37%[inhibitor],-4
CCC(C)NC(=O)c1cc(C)no1 (configuration not stated),-6%,11%,-1%,15%,2%,5%,4%,3%,-23
CC(C)c1nc2cc(C(=O)N3CCN(c4cnccn4)CC3)ccc2o1,8%,-4%,-19%,·,-7%,·,7%,?,1
Cc1cccc(CCNS(=O)(=O)c2ccc3c(c2)NC(=O)C(C)S3)c1 (configuration not stated),·,-10%,-6%,-2%,22%,6%,-7%,13%,5
COc1cccc(NC(=O)c2cccc(C(=O)Nc3cccc(OC)c3)n2)c1,2%,-2%,-12%,0%,-9%,18%,1%,-2%,0
Cn1c(=O)c2cn(-c3cccc4ccccc34)cc2n(C)c1=O,-2%,-12%,-7%,-9%,-4%,-12%,-6%,0%,38
CCC(C)C(NC(=O)c1ccccc1)C(=O)Nc1ccc(S(=O)(=O)Nc2cc(C)nc(C)n2)cc1 (configuration not stated),7%,2%,-6%,19%,2%,4%,1%,-9%,-4
C/C(=N\N1CCN(Cc2ccc(Cl)cc2)CC1)c1ccc(F)cc1,0%,4%,-2%,3%,12%,12%,3%,4%,-10
Cc1ccc(NC(=O)C2C3C=CC4(O3)C2C(=O)N(CCCN2CCCC(C)C2)C4C(=O)NC2CCCCC2)cc1 (configuration not stated),-11%,-5%,18%,0%,-2%,-8%,8%,?,-9
CS(=O)(=O)Nc1cccc(C2=NN(C(=O)c3ccco3)C(c3cccs3)C2)c1 (configuration not stated),-2%,-5%,-17%,·,?,·,-14%,?,1
O=C(C[C@@H]1C/C=C\CC[C@@H](Cc2ccc(F)cc2)C(=O)OC[C@@H]2CCCN2C1=O)N[C@H](CO)Cc1ccccc1,-34%,-1%,-12%,0%,5%,0%,-7%,10%,-7
O=C(NC1CCCC1)c1ccc(CS(=O)(=O)c2ccc(Br)cc2)o1,-6%,-2%,-11%,-7%,2%,-29%,-2%,-4%,2
Cc1ccc(C(=O)/C=C/Nc2ccc3c(c2)OCO3)cc1,0%,?,2%,5%,-1%,2%,?,16%,-5

# Random excerpt: two records from the list
SMILES,ATXN2 expr inh,HT1080NT lethal,WRN helicase inh,KB-3-1 cytotox,SW480 rereplic,KB-V1 cytotox,HT1080 IDH1KD tx,MCF10A rereplic,IL-1B inflam inh
Cc1ccc2c(c1)sc(=NC(=O)C1CC1)n2C,·,6%,-5%,2%,-15%,12%,2%,0%,0
O=C(NC1CCCC1)c1ccc(CS(=O)(=O)c2ccc(Br)cc2)o1,-6%,-2%,-11%,-7%,2%,-29%,-2%,-4%,2

# Next part
SMILES,ATXN2 expr inh,HT1080NT lethal,WRN helicase inh,KB-3-1 cytotox,SW480 rereplic,KB-V1 cytotox,HT1080 IDH1KD tx,MCF10A rereplic,IL-1B inflam inh
CCN([C@H](CO)CC(C)C)S(=O)(=O)c1ccccc1,-2%,-1%,-5%,1%,-32%[inhibitor],-1%,7%,9%,44
O=[N+]([O-])c1ccc(N=Nc2c(O)[nH]c3ccc(F)cc23)cc1,-13%,20%,-8%,?,?,?,17%,7.3µM*,-10
N#Cc1c(-c2ccccc2)cc(-c2ccc(O)cc2)nc1N,-36%,-6%,-12%,-18%,?,-4%,-2%,23µM*,-2
COc1ccc(OCCSc2nnc3c(Cl)cc(Cl)cn23)cc1,-8%,14%,-2%,0%,-5%,5%,14%,7%,11
COc1cc(OC)c(NC(=O)c2cccc(F)c2)cc1Cl,14%,-2%,-1%,3%,1%,-2%,-1%,12%,16
CN(C(=O)c1ccc(N2CCCCC2)c([N+](=O)[O-])c1)C1CCS(=O)(=O)C1 (configuration not stated),5%,1%,4%,-4%,5%,15%,-3%,-10%,23
Cc1ccc2nc(/C(C#N)=C\c3ccc(N4CCCCC4)c([N+](=O)[O-])c3)[nH]c2c1,-12%,?,-13%,-6%,5%,0%,?,2%,?
COc1ccc(OC)c(Nc2nc(N)c([N+](=O)[O-])c(NC3CCCCC3)n2)c1,·,21%,-5%,0%,-41%[inhibitor],13%,10%,?,14
COc1ccc(CCNC(=O)C(=O)NCC2CCCN2S(=O)(=O)c2cc(C)ccc2C)cc1 (configuration not stated),-24%,5%,-8%,-7%,4%,?,-2%,?,-24
CCOC(=O)c1c(NC(=O)c2nc3n(n2)C(C(F)F)CC(C)N3)sc2c1CCCC2 (configuration not stated),7%,7%,-12%,3%,7%,0%,24%,4%,-9
CCOc1ccc(N/C(SCc2cccc([N+](=O)[O-])c2)=C(/C#N)C(N)=O)cc1,-24%,-20%,-9%,-1%,19%,4%,?,?,-73*
CN1CCc2nc(SCCOc3ccccc3)c(C#N)cc2C1,33%[activator],0%,-9%,20%,-8%,-25%,16%,-8%,5
Cc1ccnc(NC(=O)CSc2ccccn2)c1,·,12%,0%,2%,0%,-2%,7%,-2%,6
Cc1cc(C)nc(SCc2ccc(Cl)cc2)n1,-10%,12%,2%,-1%,-4%,0%,22%,-3%,-11
COc1ccccc1C(=O)Nc1nc2cc3c(cc2s1)OCCO3,-32%,?,9%,?,?,-7%,?,?,9
CCc1nc2c(OCCC3CCCCC3)cccn2c1N(C=O)Cc1ccc(OC)cc1,?,?,1%[57.1 µM],-28%,·,?,?,·,-22
COCCn1c(SCc2ccccc2Cl)nc2c1c(=O)[nH]c(=O)n2C,5%,-18%,-7%[57.1 µM],11%,1%,?,-3%,-15%,10
C=CCNC(=O)c1ccc(N(Cc2ccc(Cl)cc2)S(C)(=O)=O)cc1,6%,7%,2%,-3%,-2%,2%,5%,7%,-3
CC(=O)NC(c1cccc(F)c1)c1nc(-c2cc(F)cc(Cl)c2)cs1 (configuration not stated),-20%,-18%,-5%,-2%,·,-8%,-15%,·,-18
OCC1CCCN(c2nc(CN3CCCCC3)nc3scc(-c4ccccc4)c23)C1 (configuration not stated),-27%,-18%,-6%,4%,?,5%,-14%,14%,-6
O=C(COC(=O)c1ccco1)NCC1CCCCC1,0%,11%,-5%,11%,-34%[inhibitor],?,7%,-33%[inhibitor],-7
Cc1ccc(CCNC(=O)CN(c2ccc(C)cc2)S(=O)(=O)c2c(C)noc2C)cc1,3%,4%,-9%,4%&-4%,0%,-4%&-10%,9%,-2%,-5
COC(=O)c1ccc(C)c(NS(=O)(=O)c2ccc(OC)c(OC)c2)c1,-5%,?,-10%,-14%,?,0%,-12%,-1%,0
COC(=O)[C@@]1(Cc2ccc(OC)cc2)[C@H]2c3cc(C(=O)N4CCCC4)n(CCN4CCOCC4)c3C[C@H]2CN1C(=O)c1ccccc1,-3%,0%,-4%,15%,·,?,-11%,·,0
CC(Sc1n[nH]c(-c2cccs2)n1)C(=O)Nc1ccccc1F (configuration not stated),-19%,-2%,-1%,-18%,-11%,-8%,-1%,-5%,0
O=C(OCC1OC(n2cc(Br)c(=O)[nH]c2=O)C(Br)C1O)c1ccccc1 (configuration not stated),·,13%,-4%,7%,-7%,23%,-2%,-4%,14
CCOc1nc(NC(=O)NS(=O)(=O)c2ccccc2F)nc(-c2ccccc2)n1,25%[11.3 µM],2%,-18%,8%,-21%,26%,15%,2%,-10
Cc1cccc(NC(=O)c2ccc3c(c2)OCCO3)c1C,23%,1%,-9%,17%,-3%,-4%,-5%,-3%,-25
COc1cc(OC)cc(C(=O)Nc2ncc3c(n2)CC(C)(C)CC3=O)c1,3%,0%,5%,1%,4%,0%,1%,-1%,-4

# High-throughput results: PubChem, National Center for Advancing Translational Sciences (NCATS)
